From PubChem BioAssay
H9c2 protect = modulators protecting cardiomyocytes from myocardial damage; H9c2 cardiomyocytes, H2O2 injury protection, ATPLite, 2 h; protection from H2O2 cell death, % at 20 µM; 360,000 tested, 0.63% active;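 active = compounds giving at least 50% protection of heart cells from peroxide-induced death in the single-dose screen, raw or plate-pattern-corrected value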;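 also: 0% = DMSO wells with peroxide and 100% = DMSO wells without peroxide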
m5-HT2A agonist = activates the mouse 5-HT2A serotonin receptor; P35363; AID 624169; 360,000 tested, 0.66% active; activation, % at 7.6 µM; CHO-K1 mHTR2A beta-arrestin complementation, luminescence; percent of 30 µM serotonin response;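 active = activation above a run cutoff, the mean activation of all tested compounds plus 3 SD, cut at about 14% in these data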;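 also: 0% = plate median of compound wells and 100% = 30 µM serotonin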
Target sequence (P35363 whole entry, looked up): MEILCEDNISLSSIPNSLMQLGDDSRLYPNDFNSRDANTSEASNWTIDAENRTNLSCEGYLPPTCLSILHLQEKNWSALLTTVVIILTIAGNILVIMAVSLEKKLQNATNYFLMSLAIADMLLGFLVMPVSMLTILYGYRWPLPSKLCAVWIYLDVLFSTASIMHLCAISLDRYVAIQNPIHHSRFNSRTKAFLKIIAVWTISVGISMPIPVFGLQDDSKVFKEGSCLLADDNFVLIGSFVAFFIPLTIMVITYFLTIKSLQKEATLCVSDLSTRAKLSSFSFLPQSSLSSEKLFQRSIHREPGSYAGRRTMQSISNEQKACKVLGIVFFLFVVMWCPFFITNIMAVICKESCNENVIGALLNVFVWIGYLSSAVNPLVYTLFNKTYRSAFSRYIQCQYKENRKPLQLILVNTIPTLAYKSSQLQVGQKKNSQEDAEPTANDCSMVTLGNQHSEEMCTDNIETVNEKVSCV
HIF-2a block = HIF-2a inhibition; 786-0 RCC cells HIF-2a reporter, luciferase luminescence, overnight; inhibition, % at 18.8 µM; 360,000 tested, 0.72% active; AID 624352;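 active = inhibition of the luminescence signal of 40% or more relative to plate controls, in a single-dose primary screen at 18.75 µM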
Peg3 promoter = Peg3 promoter activity inhibition | HeLa PEG-Prom luciferase reporter, luminescence, overnight | inhibition, % at 20 µM | 360,000 tested, 1.7% active;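 active = inhibition of at least 50% at 20 µM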
NR2E3 ag-1 = NR2E3 (human) agonism; Q9Y5X4; GST-NR2E3/biotin-RetCOR TR-FRET, 1536-well; inhibition of corepressor binding, % at 4.78 µM; 320,000 tested, 0.12% active; AID 2300;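 active = percent inhibition above the cutoff of mean plus 3 SD of all tested compounds, set per screening campaign, cut at about 20% in these data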;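 also: 0% = DMSO wells and 100% = biotin wells as full block of FRET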
Target sequence (Q9Y5X4 whole entry, looked up): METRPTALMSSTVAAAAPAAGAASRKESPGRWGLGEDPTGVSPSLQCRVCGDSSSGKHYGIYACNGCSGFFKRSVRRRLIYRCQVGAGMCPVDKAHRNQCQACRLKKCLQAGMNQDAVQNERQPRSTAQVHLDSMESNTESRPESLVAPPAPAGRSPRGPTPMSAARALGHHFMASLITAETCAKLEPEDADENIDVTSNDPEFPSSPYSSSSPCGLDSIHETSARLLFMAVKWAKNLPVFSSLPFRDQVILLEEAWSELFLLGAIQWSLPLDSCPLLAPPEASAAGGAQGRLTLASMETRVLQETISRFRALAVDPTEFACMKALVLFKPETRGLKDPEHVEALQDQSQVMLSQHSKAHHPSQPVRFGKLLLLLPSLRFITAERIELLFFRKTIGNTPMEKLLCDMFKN
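System: GST-tagged NR2E3 plus biotinylated RetCOR corepressor; Buffer or medium: pH 7.5 Tris-based buffer; Probe or stimulus: RetCOR corepressor, biotinylated, 7 nM; Doses: compound at 4.8 µM, single dose; Schedule: 5 h incubation at 4 °C; Technique: time-resolved FRET; Evaluation: percent inhibition of TR-FRET ratio; Replication: one well per compound, singlicate testing.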
CaV13 ICDI inh = Primary screen for inhibitors of IQ motif and Ca2+-dependent inactivation inhibitor domain binding in CACNA1D, Förster resonance energy transfer in living cells, …. HEK cells, CFP/YFP FRET ICDI-IQ, plate reader, 10 min; percent FRET-ratio fall versus neutral wells. 340,000 tested, 0.098% active. inhibition, % at 12.3 µM;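 active = mean replicate inhibition of at least 30% and at least 1% of replicates passing that level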;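 also: 0% = median of the neutral control wells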
PDI inh = blocks human protein disulfide isomerase activity; PDI insulin aggregation turbidity, A650, 90 min; AID 588391; P07237; 350,000 tested, 0.052% active; inhibition, % at 10 µM;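 active = mean inhibition across replicates of 30% or more, whatever share of single replicates reach that level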;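 also: absorbance from insulin aggregation driven by PDI reduction with DTT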
hiPSC survival = enhancers of human iPSC single-cell survival. hiPSC single-cell survival, ATPlite luminescence; 100% = ROCK inhibitor wells, 0% = DMSO. survival enhancement, % at 20 µM. 360,000 tested, 0.044% active. AID 602274; in the data active = survival enhancement above about 18%;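 also: cells exposed to compounds for 16 hours before the ATP read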
Shn3 3UTR inh = reduces Shn3 3'UTR luciferase signal in osteoblasts. Clone20 osteoblast Shn3 3'UTR firefly luciferase, 24 h. inhibition, % at 12.5 µM. 360,000 tested, 0.52% active;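 active = mean inhibition of at least 75% with every replicate also reaching 75%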;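 also: 0% = median of neutral control wells and 100% = pilot-screen positive control compound; some compounds past the cut are filed as inactive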
NR2E3 ag-2 = activates human NR2E3 receptor. Q9Y5X4. AID 602229. inhibition of corepressor binding, % at 3.98 µM. CHO-S Gal4-NCOR/VP16-NR2E3 two-hybrid, luciferase. 360,000 tested, 0.35% active;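 active = inhibition above the mean of all tested compounds plus 3 SD, cut at about 70% in these data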;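 also: 0% = DMSO with NR2E3 transfected cells and 100% = cells lacking NR2E3 construct; higher means lower luciferase signal from less NR2E3 corepressor binding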
MITF TRPM1 inh = reduces MITF-dependent TRPM1 promoter luciferase signal | AID 488899 | inhibition, % at 12.5 µM | 330,000 tested, 0.83% active | SK-MEL-5 TRPM1 promoter luciferase, 24 h;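 active = mean inhibition across replicates of 60% or more, whatever share of single replicates reaches that level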; also: values of inactives mirror those of a sister screen read the other way
* = called active by the depositor; nt = not tested or not shown.

#1 COC(=O)C1CCN(C(=O)COc2ccc(N(C)S(=O)(=O)c3ccc(C)cc3)cc2)CC1
#2 Cc1nn(CCOc2ccccc2)c(=O)n1-c1cccc(F)c1
#3 COc1ccc(S(=O)(=O)N2CCN(C(=O)c3cc(-c4ccccc4OC)n[nH]3)CC2)cc1
#4 Cn1cc(C[C@H](NC(=O)OC(C)(C)C)C(=O)N[C@H](CO)Cc2ccccc2)c2ccccc21
#5 CCOC(=O)c1c(/N=C/C2=C(O)CCCC2=O)sc2c1CCCC2
#6 O=[N+]([O-])c1ccc(N/N=C/C=C/c2ccco2)cc1
#7 Cc1c(OCc2nn[nH]n2)ccc2c3c(c(=O)oc12)CCCC3
#8 OCCNc1ncnc2c1nnn2Cc1ccccc1

assay / entry	1	2	3	4	5	6	7	8
H9c2 protect	7	-1	-10	6	8	-8	9	3
m5-HT2A agonist	-3	-1	-1	2	6	-3	4	1
HIF-2a block	7	-63	3	18	3	-375	24	11
Peg3 promoter	-12	-67	-1	-7	7	-360	22	2
NR2E3 ag-1	2	1	3	2	7	-5	0	nt
CaV13 ICDI inh	-5	-5	-10	-10	-23	-31	nt	-21
PDI inh	-7	3	nt	-11	6	-1	-4	9
hiPSC survival	-0.7	-2.2	-1.0	-1.1	0.5	0.4	1.0	0.5
Shn3 3UTR inh	9	-14	5	11	-3	-69	1	-10
NR2E3 ag-2	9	-13	-25	20	-18	-92	-30	2
MITF TRPM1 inh	2	-16	-16	4	nt	-86	7	-3

#9 Fc1ccc(CN2CCN(c3ncccn3)CC2)c(F)c1
#10 O=[N+]([O-])c1ccc(C2=Nn3cnnc3SC2)cc1
#11 O=C(c1ccc(Cl)c(S(=O)(=O)NCc2ccco2)c1)N1CCN(c2ccccc2F)CC1
#12 CN(C)C(=O)NC(Nc1cccc([N+](=O)[O-])c1)C(Cl)(Cl)Cl (configuration not stated)
#13 COc1ccc(C(CNC(=O)c2ccc(OCc3ccccc3)cc2)N2CCOCC2)cc1 (configuration not stated)
#14 CCc1cc(C(=O)N2CCCC(C(=O)c3ccc(Cl)cc3)C2)no1 (configuration not stated)
#15 COc1ccccc1NC(=O)Cn1cc(C(=O)C(=O)N2CCOCC2)c2ccccc21
#16 O=C(COC(=O)c1cccc(Br)c1)NCCC1=CCCCC1

assay / entry	9	10	11	12	13	14	15	16
H9c2 protect	10	16	2	0	-2	-3	3	1
m5-HT2A agonist	10	-2	-2	-2	-1	-5	4	4
HIF-2a block	0	19	16	9	-11	14	18	6
Peg3 promoter	-6	-2	22	13	-7	20	-45	7
NR2E3 ag-1	5	-1	-3	3	-3	-4	0	1
CaV13 ICDI inh	-5	-5	-2	-4	-13	-3	-3	7
PDI inh	2	3	5	2	3	0	-7	5
hiPSC survival	0.8	2.3	0.2	-2.0	-0.2	0.8	-0.5	-0.6
Shn3 3UTR inh	-4	4	4	11	-6	17	19	-18
NR2E3 ag-2	-16	-11	-10	-12	-33	15	-7	-19
MITF TRPM1 inh	16	-7	13	13	0	-10	14	-1

Given with values under each structure: 6 of the compounds above.
Every second line gives: H9c2 protect	m5-HT2A agonist	HIF-2a block	Peg3 promoter	NR2E3 ag-1	CaV13 ICDI inh	PDI inh	hiPSC survival	Shn3 3UTR inh	NR2E3 ag-2	MITF TRPM1 inh
11: O=C(c1ccc(Cl)c(S(=O)(=O)NCc2ccco2)c1)N1CCN(c2ccccc2F)CC1
    2	-2	16	22	-3	-2	5	0.2	4	-10	13
12: CN(C)C(=O)NC(Nc1cccc([N+](=O)[O-])c1)C(Cl)(Cl)Cl (configuration not stated)
    0	-2	9	13	3	-4	2	-2.0	11	-12	13
13: COc1ccc(C(CNC(=O)c2ccc(OCc3ccccc3)cc2)N2CCOCC2)cc1 (configuration not stated)
    -2	-1	-11	-7	-3	-13	3	-0.2	-6	-33	0
14: CCc1cc(C(=O)N2CCCC(C(=O)c3ccc(Cl)cc3)C2)no1 (configuration not stated)
    -3	-5	14	20	-4	-3	0	0.8	17	15	-10
15: COc1ccccc1NC(=O)Cn1cc(C(=O)C(=O)N2CCOCC2)c2ccccc21
    3	4	18	-45	0	-3	-7	-0.5	19	-7	14
16: O=C(COC(=O)c1cccc(Br)c1)NCCC1=CCCCC1
    1	4	6	7	1	7	5	-0.6	-18	-19	-1

The list goes on:
#17 OC[C@@H]1[C@@H](c2ccccc2)C(c2cccc(Cl)c2)=NN1c1ccccc1
#18 O=C1CCC[C@@H]2C[C@@]3(C[C@@H]4CCN1[C@H]24)Nc1cc(Cl)c(Cl)cc1NC3=NCc1ccccc1
#19 Cc1ccccc1-n1ncc(C(C)NC(=O)c2ccccc2)c1C (configuration not stated)
#20 Cc1ccc(C)c(NC(=O)C2CCN(C(=O)c3cccs3)CC2)c1
#21 O=C(CN1CCN(Cc2ccc(F)cc2Cl)C1=O)NCc1cccs1
#22 Cc1ccc(NC(=O)CN(C)C(=O)CSc2nnc(C)s2)cc1
#23 COC(=O)COc1ccc(-n2cnnn2)cc1
#24 Cc1ccc(N=C2NC(=O)S/C2=C\c2ccco2)cc1

assay / entry	17	18	19	20	21	22	23	24
H9c2 protect	-18	5	-6	2	-10	-1	1	-2
m5-HT2A agonist	-7	-1	2	4	-1	-1	0	-6
HIF-2a block	-3	-125	-56	18	6	17	2	-136
Peg3 promoter	27	-29	-33	7	5	0	8	-101
NR2E3 ag-1	nt	nt	2	2	-5	nt	2	-2
CaV13 ICDI inh	-7	-10	-18	-21	-7	-5	-14	-3
PDI inh	-3	-9	-6	-19	13	-2	9	-6
hiPSC survival	-2.4	4.3	-0.6	0.6	-0.6	10	-0.3	1.3
Shn3 3UTR inh	-20	-19	-1	2	16	2	-14	-26
NR2E3 ag-2	-16	-72	-15	-32	1	-9	18	-69
MITF TRPM1 inh	3	-3	-6	-2	3	-2	11	-28

#25 Cc1[nH]c2ccc(F)cc2c1CCN(Cc1ccncc1)C(=S)Nc1ccccc1
#26 O=C(COC(=O)CCc1c[nH]c(=O)[nH]1)Nc1cccc(Cl)c1
#27 Cc1nc(Cc2nnc(SC(C)C(=O)N3c4ccccc4NC(=O)C3(C)C)o2)cs1 (configuration not stated)
#28 CCc1nc(N2CCN(S(=O)(=O)c3ccc(Br)cc3)CC2)c2c(C)c(C)sc2n1
#29 COC(=O)N1CCCC(c2cc(C(=O)Nc3ccccc3Cl)no2)C1 (configuration not stated)
#30 Cc1cc(NC(=O)c2ccccc2C)n(-c2cccc(F)c2)n1
#31 O=c1cc(CN2CCCCCCC2)c2ccccc2o1
#32 Cc1cccc(C)c1-n1nnnc1C(c1ccnc2ccccc12)N(C)Cc1ccccc1 (configuration not stated)

assay / entry	25	26	27	28	29	30	31	32
H9c2 protect	12	2	-4	-10	-7	2	1	nt
m5-HT2A agonist	5	1	-15	1	5	-5	3	0
HIF-2a block	23	-2	8	3	-286	7	-6	-12
Peg3 promoter	4	7	14	13	-269	-2	5	nt
NR2E3 ag-1	1	0	2	0	nt	4	nt	nt
CaV13 ICDI inh	-1	-8	-2	-13	-9	-19	-5	-5
PDI inh	2	5	10	0	6	-8	nt	nt
hiPSC survival	-0.4	-4.3	-0.5	-1.1	-0.3	-0.9	-3.5	0.3
Shn3 3UTR inh	19	-1	-3	16	-46	-10	57	nt
NR2E3 ag-2	-19	-5	-3	-22	-105	-7	-18	-26
MITF TRPM1 inh	0	6	4	-7	nt	0	nt	nt

#33 Cc1csc2nc(COC(=O)c3cccc(N(C)C)c3)cc(=O)n12
#34 CCC(C)(C(=O)NC1CCCC1)N(Cc1ccco1)C(=O)c1ccccn1 (configuration not stated)
#35 S=C(NCc1ccco1)N/N=C/c1cccnc1
#36 Cc1onc(-c2ccccc2Cl)c1C(=O)Nc1cccc2cccnc12
#37 COc1ccc(S(=O)(=O)N2CCC[C@H]2C(=O)NCc2ccc(Cl)cc2)cc1
#38 CC1(C)SC2C(NC(=O)C3(N)CCCCC3)C(=O)N2C1C(=O)O (configuration not stated)
#39 COc1ccc(S(=O)(=O)N2CCCC2)cc1NC(=O)c1ccccc1F
#40 CCOc1cc(C(N)=O)cc(Cl)c1OCC

assay / entry	33	34	35	36	37	38	39	40
H9c2 protect	7	-3	2	-8	-4	8	-4	-4
m5-HT2A agonist	8	-1	0	-4	-1	10	0	1
HIF-2a block	-124	-4	5	-10	11	3	10	12
Peg3 promoter	-192	8	12	17	-3	16	17	-9
NR2E3 ag-1	4	7	0	-1	0	nt	-2	0
CaV13 ICDI inh	-3	-6	-2	-5	-16	-6	-4	-2
PDI inh	-5	-16	0	1	-3	-7	-17	-2
hiPSC survival	1.3	-1.2	-0.1	-0.7	3.8	1.8	0.1	-0.7
Shn3 3UTR inh	-122	0	-1	37	10	11	5	-5
NR2E3 ag-2	-147	-19	4	-48	1	3	-24	-34
MITF TRPM1 inh	-54	12	4	20	3	11	7	-2

#41 CCc1ccccc1Nc1nc(N)nc(COC(=O)CCNS(=O)(=O)c2ccccc2)n1
#42 NC(=NCCc1ccccc1)NC(=O)c1cc(Cl)ccc1O
#43 COC(=O)C(NC(=O)CCc1nnc2ccc(N3CCC(C)CC3)nn12)C(C)C (configuration not stated)
#44 CC(C)CCC(O)(c1ccccc1)C(CN1CCOCC1)c1ccccc1 (configuration not stated)

assay / entry	41	42	43	44
H9c2 protect	6	-13	2	-9
m5-HT2A agonist	-2	7	2	-3
HIF-2a block	7	-267	19	15
Peg3 promoter	0	-189	11	22
NR2E3 ag-1	-1	1	1	nt
CaV13 ICDI inh	-4	-1	-19	-5
PDI inh	-5	11	-3	-2
hiPSC survival	-0.2	1.2	-0.5	-0.3
Shn3 3UTR inh	-17	-26	0	24
NR2E3 ag-2	-11	-55	-2	13
MITF TRPM1 inh	7	-77	3	0

An unsorted share of the library; overall some 3.9% were active at least once.
